Ecoli viability: counter-screen for AddAB inhibitors: E. coli growth inhibition; E. coli V3065 growth, OD600 absorbance, 18 h; inhibition, % at 11.9 µM; 0.27% of 330,000 active;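 active = inhibition above the campaign's mean inhibition across all tested compounds plus 3 SD, cut at about 9.9% in these data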;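 also: uninfected addAB+ strain grown without phage in ampicillin broth; 0% = DMSO wells and 100% = ciprofloxacin 0.95 µg/ml wells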
Tat export inh: E. coli Tat transport inhibition; inhibition, % at 10 µM; 0.036% of 340,000 active; AID 488895; E. coli MC4100 TorA-mCherry Tat export, fluorescence;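 active = mean replicate inhibition at least 50% and at least half of replicates individually reaching 50%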;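 also: exported cargo escapes ClpAP degradation while cytoplasmic cargo is degraded and loses fluorescence; 0% = median of neutral control wells and 100% = median of NaSCN control wells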
AddAB inh: less growth of phage-infected E. coli with AddAB. E. coli expressing H. pylori AddAB, absorbance growth. inhibition, % at 11.9 µM. 0.29% of 330,000 active; in the data active = inhibition above about 12%;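 also: 0% = vehicle wells of infected cells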
OPRM1-OPRD1 inv: inverse agonist of human OPRM1-OPRD1 heterodimerization; P35372+P41143; cell-based MOR-DOR heterodimer luminescence, inverse agonism; inhibition, % at 9.3 µM; 0.21% of 340,000 active; AID 504357; in the data active = inhibition above about 22%, passing the limit was not always enough;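 also: 0% = cells with DMSO and 100% = wells without cells with DMSO; values of inactives mirror those of a sister screen read the other way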
Target sequence (P35372 whole entry, looked up): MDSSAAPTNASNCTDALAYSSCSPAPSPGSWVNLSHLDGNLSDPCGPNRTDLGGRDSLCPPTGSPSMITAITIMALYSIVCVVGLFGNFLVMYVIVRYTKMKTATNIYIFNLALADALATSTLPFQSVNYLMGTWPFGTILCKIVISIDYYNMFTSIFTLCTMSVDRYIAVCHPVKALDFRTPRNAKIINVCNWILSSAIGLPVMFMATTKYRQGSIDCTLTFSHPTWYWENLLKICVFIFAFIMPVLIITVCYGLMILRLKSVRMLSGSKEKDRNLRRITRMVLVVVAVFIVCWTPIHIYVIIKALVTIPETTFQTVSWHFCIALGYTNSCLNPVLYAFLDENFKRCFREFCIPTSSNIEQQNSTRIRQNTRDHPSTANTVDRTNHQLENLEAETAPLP
Target sequence (P41143 whole entry, looked up): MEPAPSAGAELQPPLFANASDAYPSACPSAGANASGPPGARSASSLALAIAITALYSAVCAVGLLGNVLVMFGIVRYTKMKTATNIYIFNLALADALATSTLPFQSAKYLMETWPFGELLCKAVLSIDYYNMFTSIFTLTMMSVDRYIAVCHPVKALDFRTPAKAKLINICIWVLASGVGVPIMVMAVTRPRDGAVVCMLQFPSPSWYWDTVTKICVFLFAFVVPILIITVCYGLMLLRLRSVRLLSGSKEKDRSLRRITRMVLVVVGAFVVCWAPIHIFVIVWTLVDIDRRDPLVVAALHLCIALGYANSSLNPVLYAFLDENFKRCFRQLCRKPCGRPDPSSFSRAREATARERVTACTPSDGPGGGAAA
PKA-R1A act: activators of PKA-R1A complex. P00514+P68181. AID 504707. activation, % at 11.4 µM. 0.083% of 340,000 active. PKA-R1A dissociation, Cy5-IP20 fluorescence polarization; scaled: DMSO 0%, 113 µM cGMP 100%;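 active = percent activation above the mean of all tested compounds plus 3 SD, cut at about 19% in these data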;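 also: higher means more PKAc released from R1A so a rise in polarization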
Arrestin-AP2 inh: inhibitors of human beta-arrestin and AP2 interaction. FITC-arrestin peptide / GST-AP2 beads, flow cytometry; AP2 beta2 appendage carries R879A mutation. inhibition, % at 10 µM. 0.31% of 340,000 active. AID 504490;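 active = inhibition above a set limit, near 3 SD of compounds lacking own fluorescence, cut at about 54% in these data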;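 also: plate controls were DMSO wells for no effect and 5 µM unlabelled arrestin peptide for full effect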
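Test system: GST-tagged AP2 beta2-adaptin appendage (R879A) on 4 µm glutathione beads; also added: fluorescein-tagged arrestin peptide at 50 nM final; timing: 12 min plus 1 h, RT; signal: flow cytometry, FL1 (488/535 nm); read-out: percent drop in bead-associated FITC signal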
phage Ecoli inh: E. coli growth loss with phage present; 0.26% of 360,000 active; growth absorbance; AID 651602; inhibition, % at 11.9 µM; in the data active = inhibition above about 11%
Mot1-301 SUMO: blocks SUMOylation pathway, rescuing yeast Mot1-301 growth | S. cerevisiae Mot1-301 growth rescue, ATP luminescence, 38.5C; percent above DMSO median, 100 means doubled | growth rescue, % at 18.8 µM | 1% of 320,000 active;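 active = every valid replicate shows activation above 250% relative to neutral control wells; inactive = the rest, any valid replicate at or below 250%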;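 also: OY570 slx delta 5 strain wells were the positive control but not used for scaling; some compounds called inactive have numbers as strong as hits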
MOR-DOR ag: OPRM1-OPRD1 heterodimerization agonism | 0.3% of 340,000 active | cells, luminescence | activation, % at 9.3 µM | P35372+P41143 | AID 504326; in the data active = activation above about 18%;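 also: 0% = vehicle-treated cells and 100% = reference agonist; values of inactives mirror those of a sister screen read the other way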
Pemphigus Ab inh: blocks pemphigus antibody binding to human desmoglein-3; AID 588358; P32926; DSG3-coupled beads, scFv-anti-DSG3-GFP binding, flow cytometry; hits give low values; 0.48% of 310,000 active; binding (percent of control), % at 10 µM;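 active = binding more than 3 SD below its plate's average and above zero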;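 also: hits lower antibody fragment binding to DSG3; some compounds called inactive have numbers as strong as hits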
PfHsp90 set2: inhibits growth of yeast expressing Plasmodium falciparum Hsp90 | S. cerevisiae expressing PfHsp90, BacTiter-Glo ATP, 48 h; yeast lacking PDR1 and PDR3 efflux regulators | inhibition, % at 9.4 µM | 0.32% of 310,000 active | AID 504621;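 active = every replicate shows inhibition above about 80%, whatever the replicate mean, limit read from the data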;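 also: 0% = DMSO neutral controls and 100% = 20 µM radicicol positive controls; yeast relying on Plasmodium falciparum Hsp90 in place of its own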
* = called active by the depositor.

How did O=C(CCCc1cccs1)N1CCN(S(=O)(=O)c2ccccc2Br)CC1 do in these assays?
Ecoli viability: -1.3; Tat export inh: -1; AddAB inh: 0.8; OPRM1-OPRD1 inv: 7; PKA-R1A act: 1; Arrestin-AP2 inh: 5; phage Ecoli inh: -0.5; Mot1-301 SUMO: 0; MOR-DOR ag: -1.2; Pemphigus Ab inh: 92; PfHsp90 set2: 6

How did Nc1ccc(NC(=O)c2cccs2)c(Cl)c1 do in these assays?
Ecoli viability: -0.6; Tat export inh: 1; AddAB inh: 3.1; OPRM1-OPRD1 inv: 3; PKA-R1A act: 0; Arrestin-AP2 inh: 5; phage Ecoli inh: 1.2; Mot1-301 SUMO: 312; MOR-DOR ag: -0.5; Pemphigus Ab inh: 86; PfHsp90 set2: -19

Results for COc1cccc(C2c3[nH]c4ccccc4c3CCN2C(=O)c2ccccc2F)c1OC (stereo unspecified) ?
Ecoli viability: 1.2; Tat export inh: 4; AddAB inh: 3.3; OPRM1-OPRD1 inv: 7; PKA-R1A act: 1; Arrestin-AP2 inh: 40; phage Ecoli inh: 3.8; Mot1-301 SUMO: -12; MOR-DOR ag: -1.4; Pemphigus Ab inh: 91; PfHsp90 set2: 16

How did O=P1(NC2CCCCC2)OCC2(CO1)COP(=O)(NC1CCCCC1)OC2 (stereo unspecified) do in these assays?
Tat export inh: 0; OPRM1-OPRD1 inv: 4; PKA-R1A act: 4; Arrestin-AP2 inh: 1; phage Ecoli inh: 2.7; MOR-DOR ag: -0.7; Pemphigus Ab inh: 94

How did CCN1CCN(CCC(=O)Nc2ccc(F)c(F)c2)CC1 do in these assays?
Ecoli viability: -1.5; Tat export inh: 16; AddAB inh: 0.8; OPRM1-OPRD1 inv: 15; PKA-R1A act: -10; Arrestin-AP2 inh: -18; phage Ecoli inh: 2.9; Mot1-301 SUMO: -1; MOR-DOR ag: -3.2; Pemphigus Ab inh: 96; PfHsp90 set2: -2

How did Cc1c(NC(=O)COC(=O)CCC(=O)c2ccc(Cl)cc2)c(=O)n(-c2ccccc2)n1C do in these assays?
Ecoli viability: -0.5; Tat export inh: -4; AddAB inh: 3.0; OPRM1-OPRD1 inv: 10; PKA-R1A act: -11; Arrestin-AP2 inh: 8; phage Ecoli inh: 1.7; Mot1-301 SUMO: -13; MOR-DOR ag: -2.1; Pemphigus Ab inh: 99; PfHsp90 set2: 3

Results for O=C(CCCOc1ccccc1)Nc1ncccn1 ?
Ecoli viability: -0.8; Tat export inh: -7; AddAB inh: 1.3; OPRM1-OPRD1 inv: 13; PKA-R1A act: -11; Arrestin-AP2 inh: 7; phage Ecoli inh: 1.6; Mot1-301 SUMO: 7; MOR-DOR ag: -2.5; PfHsp90 set2: 6

What do the screens show for `O=C(O)c1cccc([N+](=O)[O-])c1C(=O)Nc1cccc2ccccc12`?
Ecoli viability: -4.0; Tat export inh: 8; AddAB inh: -0.3; OPRM1-OPRD1 inv: -17; PKA-R1A act: 0; Arrestin-AP2 inh: 11; phage Ecoli inh: 0.8; Mot1-301 SUMO: 0; MOR-DOR ag: 3.8; Pemphigus Ab inh: 104; PfHsp90 set2: -25

What do the screens show for `Cc1ccc(NC(=O)CCCC2CCCCC2)c(O)c1`?
Ecoli viability: 1.6; Tat export inh: 2; AddAB inh: 1.3; OPRM1-OPRD1 inv: -21; PKA-R1A act: 3; Arrestin-AP2 inh: 42; phage Ecoli inh: 2.9; Mot1-301 SUMO: -12; MOR-DOR ag: 3.9; Pemphigus Ab inh: 100; PfHsp90 set2: -25

How did O=C(NCc1ccncc1)C1CCN(S(=O)(=O)c2ccc(Cl)c(C(F)(F)F)c2)CC1 do in these assays?
Tat export inh: 9; OPRM1-OPRD1 inv: 0; PKA-R1A act: 8; Arrestin-AP2 inh: -4; phage Ecoli inh: 0.0; MOR-DOR ag: 0.0; Pemphigus Ab inh: 104; PfHsp90 set2: -18

Continued; it opens with the 2 that closed the last part.
What do the screens show for `Cc1ccc(NC(=O)CCCC2CCCCC2)c(O)c1`?
Ecoli viability: 1.6; Tat export inh: 2; AddAB inh: 1.3; OPRM1-OPRD1 inv: -21; PKA-R1A act: 3; Arrestin-AP2 inh: 42; phage Ecoli inh: 2.9; Mot1-301 SUMO: -12; MOR-DOR ag: 3.9; Pemphigus Ab inh: 100; PfHsp90 set2: -25

How did O=C(NCc1ccncc1)C1CCN(S(=O)(=O)c2ccc(Cl)c(C(F)(F)F)c2)CC1 do in these assays?
Tat export inh: 9; OPRM1-OPRD1 inv: 0; PKA-R1A act: 8; Arrestin-AP2 inh: -4; phage Ecoli inh: 0.0; MOR-DOR ag: 0.0; Pemphigus Ab inh: 104; PfHsp90 set2: -18

Results for COc1ccc(Br)cc1C(C[N+](=O)[O-])c1c(N)n(C)c(=O)n(C)c1=O (stereo unspecified) ?
Ecoli viability: -3.6; Tat export inh: -4; AddAB inh: -2.4; OPRM1-OPRD1 inv: 15; PKA-R1A act: -6; Arrestin-AP2 inh: 7; phage Ecoli inh: -1.9; Mot1-301 SUMO: 330*; MOR-DOR ag: -3.0; PfHsp90 set2: 1

Results for CCOC(=O)C1CCN(C(=O)Cc2cccs2)CC1 ?
Ecoli viability: -1.9; Tat export inh: -6; AddAB inh: 0.2; OPRM1-OPRD1 inv: 17; PKA-R1A act: 1; Arrestin-AP2 inh: -7; phage Ecoli inh: 1.0; Mot1-301 SUMO: 21; MOR-DOR ag: -3.0; Pemphigus Ab inh: 83; PfHsp90 set2: -22

What do the screens show for `O=C(O)Cc1ccc(S(=O)(=O)Nc2ccccc2C(=O)O)cc1`?
Ecoli viability: 0.1; Tat export inh: 5; AddAB inh: -1.3; OPRM1-OPRD1 inv: 13; PKA-R1A act: -6; Arrestin-AP2 inh: 24; phage Ecoli inh: 3.3; Mot1-301 SUMO: -21; MOR-DOR ag: -2.4; Pemphigus Ab inh: 99; PfHsp90 set2: 1

How did COc1ccc(C(C(=O)NC2CCCCC2)N(C(=O)CCl)c2cccc(Cl)c2)cc1 (stereo unspecified) do in these assays?
Ecoli viability: 0.2; Tat export inh: 8; AddAB inh: 3.2; OPRM1-OPRD1 inv: inactive; PKA-R1A act: 0; Arrestin-AP2 inh: 1; phage Ecoli inh: 1.8; Mot1-301 SUMO: 328*; MOR-DOR ag: 94*; Pemphigus Ab inh: 108; PfHsp90 set2: 6

Results for Cc1ncoc1C(=O)Nc1ccc2c(c1)OCCO2 ?
Ecoli viability: -0.4; Tat export inh: -2; AddAB inh: 0.0; OPRM1-OPRD1 inv: 18; PKA-R1A act: -3; Arrestin-AP2 inh: -2; phage Ecoli inh: -0.1; Mot1-301 SUMO: 3; MOR-DOR ag: -3.4; Pemphigus Ab inh: 101; PfHsp90 set2: -10

How did CCCc1ccc(OCc2ccc(C(=O)N/N=C/c3cccc([N+](=O)[O-])c3)o2)c(OC)c1 do in these assays?
Ecoli viability: 2.1; Tat export inh: 2; AddAB inh: 3.7; OPRM1-OPRD1 inv: -36; PKA-R1A act: 4; Arrestin-AP2 inh: 1; phage Ecoli inh: 4.2; Mot1-301 SUMO: 557; MOR-DOR ag: 6.8; Pemphigus Ab inh: 97; PfHsp90 set2: 6

Results for COc1cc(C(=O)Nc2ccc(-c3nnc(-c4ccco4)o3)cc2)cc(OC)c1OC ?
Ecoli viability: -0.2; Tat export inh: 1; AddAB inh: 0.4; OPRM1-OPRD1 inv: -8; PKA-R1A act: -1; Arrestin-AP2 inh: 3; phage Ecoli inh: 0.3; Mot1-301 SUMO: 15; MOR-DOR ag: 1.4; Pemphigus Ab inh: 100

How did COc1ccc(S(=O)(=O)N(CC(=O)N2CCN(C)CC2)c2ccc(C)cc2)cc1OC do in these assays?
Ecoli viability: 2.0; Tat export inh: -2; AddAB inh: 1.5; OPRM1-OPRD1 inv: 5; PKA-R1A act: 0; Arrestin-AP2 inh: 3; phage Ecoli inh: 0.1; Mot1-301 SUMO: 7; MOR-DOR ag: -0.8; Pemphigus Ab inh: 90; PfHsp90 set2: -20

How did COc1ccc(Nc2cc(C)nc3ncnn23)cc1 do in these assays?
Tat export inh: -3; OPRM1-OPRD1 inv: 9; PKA-R1A act: 2; Arrestin-AP2 inh: 3; phage Ecoli inh: 1.2; MOR-DOR ag: -1.8; Pemphigus Ab inh: 116; PfHsp90 set2: 3

Results for CC(=O)Cc1c(C(=O)O)c(C)nn1-c1ccccc1 ?
Ecoli viability: -0.9; Tat export inh: -3; AddAB inh: 2.9; OPRM1-OPRD1 inv: 19; PKA-R1A act: -10; Arrestin-AP2 inh: 10; phage Ecoli inh: 4.2; Mot1-301 SUMO: -2; MOR-DOR ag: -3.6; Pemphigus Ab inh: 103; PfHsp90 set2: 2

What do the screens show for `O=C(Cc1c(F)cccc1Cl)NNC(=O)c1cccs1`?
Ecoli viability: -0.8; Tat export inh: -7; AddAB inh: -0.2; OPRM1-OPRD1 inv: 7; PKA-R1A act: -17; Arrestin-AP2 inh: 8; phage Ecoli inh: 3.1; Mot1-301 SUMO: 9; MOR-DOR ag: -1.7; Pemphigus Ab inh: 99; PfHsp90 set2: 14

How did Cc1nc(NCCCn2ccnc2)c2ccccc2n1 do in these assays?
Ecoli viability: -2.4; Tat export inh: 2; AddAB inh: 1.0; OPRM1-OPRD1 inv: 23; PKA-R1A act: -6; Arrestin-AP2 inh: 0; phage Ecoli inh: 1.8; Mot1-301 SUMO: 26; MOR-DOR ag: -4.0; Pemphigus Ab inh: 135; PfHsp90 set2: 5

What do the screens show for `CCOC(=O)c1nc(C)n(-c2cc(Cl)ccc2Cl)n1`?
Ecoli viability: 1.0; Tat export inh: -4; AddAB inh: 1.8; OPRM1-OPRD1 inv: 11; PKA-R1A act: 8; Arrestin-AP2 inh: -2; phage Ecoli inh: 2.2; Mot1-301 SUMO: 101; MOR-DOR ag: -2.1; Pemphigus Ab inh: 101; PfHsp90 set2: -9

How did Cc1c(CCO)c(=O)[nH]n1S(=O)(=O)c1ccc(Cl)cc1Cl do in these assays?
Ecoli viability: 0.1; Tat export inh: 1; AddAB inh: 0.8; OPRM1-OPRD1 inv: -5; PKA-R1A act: 3; Arrestin-AP2 inh: 19; phage Ecoli inh: 0.2; Mot1-301 SUMO: -4; MOR-DOR ag: 1.5; Pemphigus Ab inh: 111; PfHsp90 set2: 4

Results for CSc1ccc(S(=O)(=O)Nc2ccc3c(c2)OCCO3)cc1 ?
Ecoli viability: -1.4; Tat export inh: 10; AddAB inh: 1.6; OPRM1-OPRD1 inv: -3; PKA-R1A act: 10; Arrestin-AP2 inh: 21; phage Ecoli inh: 2.3; Mot1-301 SUMO: 123; MOR-DOR ag: 0.6; Pemphigus Ab inh: 110; PfHsp90 set2: 3

What do the screens show for `Cc1ccc(NC2=CC(=O)CC(C)(C)C2)cc1Cl`?
Ecoli viability: -1.6; Tat export inh: -2; AddAB inh: 0.3; OPRM1-OPRD1 inv: 6; PKA-R1A act: -13; Arrestin-AP2 inh: -9; phage Ecoli inh: 3.6; Mot1-301 SUMO: 65; MOR-DOR ag: -1.1; Pemphigus Ab inh: 98; PfHsp90 set2: 2
